Dyrk1A ADPGlo: inhibitors of rat Dyrk1A kinase. ADP-Glo luminescence, NFATc1 peptide. inhibition, % at 12.5 µM. actives 0.43% (n = 310,000); in the data active = inhibition above about 50%;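 note: plate controls were vehicle with enzyme for no effect and no enzyme for full effect; many of its hits are not listed in these tables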
GSK3beta inhib: blocks human GSK3beta kinase activity; activity score (negative = inhibition), % at 10 µM; GST-GSK3beta kinase, ADP-Glo luminescence, 60 min; active compounds read low; actives 0.038% (n = 300,000); P49841;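 active = more than half of replicate wells score below -50%, meaning over 50% inhibition versus plate controls; inconclusive = some replicates but at most half score below -50%; inactive = no replicate scores below -50%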;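 note: 0% = median DMSO wells and -100% = median GW8510 positive control wells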
Target sequence (P49841 whole entry, looked up): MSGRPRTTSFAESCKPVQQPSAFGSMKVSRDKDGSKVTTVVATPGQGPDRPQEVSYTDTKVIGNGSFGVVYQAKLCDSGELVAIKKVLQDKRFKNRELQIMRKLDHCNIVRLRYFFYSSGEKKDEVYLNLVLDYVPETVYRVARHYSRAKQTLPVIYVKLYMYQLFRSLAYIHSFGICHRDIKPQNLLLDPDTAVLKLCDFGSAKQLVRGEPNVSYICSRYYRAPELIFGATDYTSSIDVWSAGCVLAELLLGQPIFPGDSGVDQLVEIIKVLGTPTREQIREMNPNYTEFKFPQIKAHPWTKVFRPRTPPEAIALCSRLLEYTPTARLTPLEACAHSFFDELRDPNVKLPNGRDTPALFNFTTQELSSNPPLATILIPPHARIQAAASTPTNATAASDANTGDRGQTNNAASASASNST
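Assay system: GST-fused GSK3beta enzyme, cell-free / Medium: Tris pH 7.5 buffer with MgCl2, DTT, BSA, heparin / Also added: peptide substrate plus 25 µM ATP (final) / Compound: 10 µM single point / Timing: kinase reaction with compound 60 min at room temperature / Detection: ADP-Glo luminescence / Benchmarks: DMSO neutral wells and GW8510 at 20 µM as positive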
HDAC3 inh: blocks human histone deacetylase 3. inhibition, % at 8.3 µM. actives 0.15% (n = 320,000). O15379. recombinant HDAC3, fluorogenic peptide/trypsin coupled, fluorescence; in the data active = inhibition above about 26%, passing the limit was not always enough; inconclusive = no clear call, values can overlap the other calls
Target sequence (O15379 whole entry, looked up): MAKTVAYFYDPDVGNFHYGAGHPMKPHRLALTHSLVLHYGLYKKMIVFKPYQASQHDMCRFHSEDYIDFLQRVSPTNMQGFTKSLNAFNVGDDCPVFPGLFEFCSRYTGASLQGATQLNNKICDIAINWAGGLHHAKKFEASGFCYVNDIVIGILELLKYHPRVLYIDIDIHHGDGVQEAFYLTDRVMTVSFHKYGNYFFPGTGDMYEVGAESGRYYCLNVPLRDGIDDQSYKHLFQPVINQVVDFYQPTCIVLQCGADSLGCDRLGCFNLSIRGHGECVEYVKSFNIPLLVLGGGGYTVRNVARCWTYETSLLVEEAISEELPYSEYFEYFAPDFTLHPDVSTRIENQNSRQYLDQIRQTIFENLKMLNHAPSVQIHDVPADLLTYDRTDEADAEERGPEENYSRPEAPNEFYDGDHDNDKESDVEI
GSK3A inh: human GSK-3 alpha kinase inhibition | inhibition, % at 10 µM | P49840 | actives 0.1% (n = 320,000) | AID 2650 | ADP-Glo luminescence, 60 min;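 in the data active = inhibition above about 50%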;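 note: GST-tagged GSK-3 alpha with peptide substrate and 25 µM ATP; 0% = DMSO neutral wells and 100% = GW8510 positive control wells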
HSF1 inh: HSF1 inhibition. AID 2098. activity change, negative = inhibition, % at 7.5 µM (by protocol). NIH3T3-HGL HSE-luciferase, MG132-induced, luminescence 8 h; active compounds read low. actives 0.77% (n = 300,000);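 active = more than half of replicate wells show activity change below -50%, luminescence cut by over half; inconclusive = some wells, but at most half, below -50%; inactive = no replicate well below -50%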;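 note: luciferase reports HSF-1 transcriptional activity via heat shock element; 0% = median of DMSO wells and -100% = zero luminescence signal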
AI-2 QS mod: modulates the Vibrio harveyi AI-2 quorum sensing system | Vibrio harveyi JMH597 AI-2 luminescence/OD600 ratio, 9 h; active compounds read low; strain lacks LuxN and CqsS sensors; 0 = neutral-control median | actives 0.4% (n = 300,000) | activity change, % at 7.5 µM | AID 2094; in the data active = activity change below about -75%, passing the limit was not always enough; inconclusive = no clear call, values can overlap the other calls;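 note: luminescence divided by OD600 gain over 9 h not by final OD600 alone; inactives centre near 13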
HSF1 activator: increases HSF-1 driven luciferase reporter signal; NIH3T3-HGL HSF-1 luciferase reporter, MG132, 8 h; 100% = twice DMSO control signal; activation, % at 9 µM; actives 1.7% (n = 300,000);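 active = mean replicate activation of at least 50% with a set share of replicates each reaching 50%; inconclusive = only one of those two conditions met; inactive = mean below 50% and too few replicates reaching it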;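 note: 0% = median of the neutral control wells and 100% = twice that signal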
Platelet DG rel: platelet dense granule release activity; human platelet-rich plasma, SFLLRN dense granule ATP release, luminescence; actives 0.22% (n = 300,000); inhibition, %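 (compounds screened at 7.5 µM in platelet-rich plasma)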; AID 1663;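 active = mean replicate score, as percent of positive control, at or above 50; inconclusive = mean below 50 but at least one replicate at or above 50; inactive = mean and every replicate below 50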
HSP90 inh: blocks HSP90-mediated luciferase refolding in reticulocyte lysate; inhibition, % at 5.6 µM; AID 1789; Rabbit reticulocyte lysate, luciferase refolding luminescence, 3 h; actives 0.91% (n = 290,000);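 active = inhibition above the screen-wide mean plus 3 SD, computed separately per campaign, cut at about 16% in these data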;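 note: 0% = DMSO wells and 100% = 60 µM geldanamycin wells; inhibitors lower the luminescence because luciferase stays unfolded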
PolyA inh: blocks polyadenylation in yeast reporter cells; actives 0.02% (n = 300,000); calls only at 12 µM; S. cerevisiae SKY197-pL101 polyadenylation reporter, beta-gal luminescence; efflux-impaired pdr1/pdr3 knockout yeast; score 100 = 6 SD above DMSO; AID 1875;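 active = lowest replicate activity score at least 50, where 100 means six control SD above control mean; inconclusive = lowest score under 50 but half or more replicates reach 50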;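 note: yeast exposed to compound for 9 h at 30 °C; higher score means more reporter readthrough which indicates perturbed polyadenylation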
The depositor's hits bear a star; i = inactive; ? = inconclusive; · = no result given.

Dyrk1A ADPGlo,GSK3beta inhib,HDAC3 inh,GSK3A inh,HSF1 inh,AI-2 QS mod,HSF1 activator,Platelet DG rel,HSP90 inh,PolyA inh,Structure
6,0,3,4,1,25,4,-5,-1,i,CCc1ccc(NC(=O)CCC(=O)c2ccc(C)cc2)cc1
4,-2,-1,0,2,17,8,0,-1,i,Cc1cc(C2C(C#N)=C(N)Oc3n[nH]c(C)c32)c(C)s1 (centres undefined)
5,1,8,-9,6,8,4,1,0,i,O=C(COC(=O)c1ccccc1NS(=O)(=O)c1cccs1)NCC12CC3CC(CC(C3)C1)C2
8,0,1,-2,0,32,2,?,-1,i,CCC1CCCCN1S(=O)(=O)c1ccc(NC(=O)c2ccncc2)cc1 (centres undefined)
1,1,3,-1,-5,10,1,12,2,i,COc1cccc(NC(=O)CSc2nncn2-c2ccccn2)c1
1,-5,-3,-4,5,12,43,12,2,i,O=C(Cc1ccc(Cl)c(Cl)c1)N1CCOCC1
-3,2,-3,-3,3,9,2,1,-4,i,CCn1c(SCC(=O)Nc2cc(Cl)ccc2OC)nnc1C1CC1
-1,-1,0,-1,1,1,-4,11,·,i,Cc1nnc(SCC(=O)N2CCCC2)n1-c1ccc(F)cc1
4,3,3,-3,0,26,14,13,·,i,CCOc1ccc(C(=O)NC2CC(=O)N(c3ccc4c(c3)OCCO4)C2)cc1 (centres undefined)
-5,2,-4,-1,6,16,14,2,3,i,CS(=O)(=O)N(CC(=O)N1CCN(Cc2ccc3c(c2)OCO3)CC1)c1ccc2c(c1)OCO2
3,-3,0,-1,-4,12,-14,4,0,i,COc1cccc(-n2c(SCC(N)=O)nc3c([nH]c4ccccc43)c2=O)c1
11,1,4,-3,4,43,8,1,0,i,CCOC(=O)N1CCN(c2c(-c3ccccc3)c3cc(Cl)ccc3[nH]c2=O)CC1
5,2,-1,0,6,13,42,-7,8,i,CC1(C)CNc2cc(N)ccc2S1
0,-5,1,0,1,20,14,-2,-4,i,C[C@H](NS(=O)(=O)c1ccccc1)C(=O)OCC(=O)NC(=O)Nc1ccc2c(c1)OCCO2
·,2,2,0,11,5,1,-12,3,i,Nc1nc(Cl)cc(NCCc2ccccc2)n1
-14,1,2,3,-11,21,-1,-3,·,i,CCCCN(C(=O)C1CCC1)c1c(N)n(CC(C)C)c(=O)[nH]c1=O
-2,3,8,-1,-8,28,-8,-1,0,i,COc1cc(/C=C/C(=O)O)cc(S(=O)(=O)NCCCC(=O)O)c1OC
2,-3,9,-1,13,19,29,-8,3,i,CCC1=NN(C(=O)c2cccc(Br)c2)C(O)(c2ccc(Br)cc2)C1 (centres undefined)
0,1,2,-2,-7,8,0,-7,-3,i,COc1cccc(C(=O)NC2CCN(C(=O)N3CCCCC3)CC2)c1
-8,3,-3,-3,9,16,23,0,4,i,O=C(Cn1c(=O)c2cccn2c2ccccc21)NCc1cccc(F)c1

Some entries already given with just HSF1 inh and PolyA inh:
Structure	HSF1 inh	PolyA inh
CC1(C)CNc2cc(N)ccc2S1	6	i
C[C@H](NS(=O)(=O)c1ccccc1)C(=O)OCC(=O)NC(=O)Nc1ccc2c(c1)OCCO2	1	i

Other entries
Dyrk1A ADPGlo,GSK3beta inhib,HDAC3 inh,GSK3A inh,HSF1 inh,AI-2 QS mod,HSF1 activator,Platelet DG rel,HSP90 inh,PolyA inh,Structure
-1,1,1,0,2,22,-9,30,0,i,CCCNC(=O)c1ccc2c(c1)ncn2-c1ccccc1OC
6,1,2,1,4,27,-6,-2,1,i,O=C(/C=C/c1ccc(O)cc1)OCc1occc(=O)c1O[C@@H]1OC(CO)[C@@H](O)[C@H](O)[C@@H]1O (some centres undefined)
2,1,-7,-2,6,12,9,0,10,i,COC(=O)C1=C(C)OC(N)=C(C#N)C1c1cc(C)sc1C (centres undefined)
-5,4,-2,6,8,19,-7,-5,5,i,CCc1ccccc1NC(=O)CCNC(=O)Cn1ccc2ccccc2c1=O
-11,-1,3,-1,-6,-7,16,-2,4,i,COc1ccc(CNC(=O)CN(C(=O)CCC(=O)Nc2ccccn2)c2ccc3c(c2)OCO3)cc1
-1,-2,-1,0,-11,21,-11,4,-1,i,CCOC(=O)C1CCCN(C2CCN(Cc3nc(-c4ccccc4)no3)CC2)C1 (centres undefined)
1,3,11,-4,-5,46,-8,-3,-1,i,Cc1ccc(N2C(=O)CC(Sc3ncn[nH]3)C2=O)cc1 (centres undefined)
3,3,7,1,-11,14,-3,12,5,i,COc1ccccc1CCN1CCCC(CN(C)C(=O)c2ccoc2)C1 (centres undefined)
-1,2,0,-1,9,6,37,-11,-1,i,COc1cccc(CNc2ccccn2)c1O
14,3,-3,-2,-1,-34,9,6,2,i,CCCN(CCC)S(=O)(=O)c1ccc(NC(=O)COc2ccccc2)cc1
·,-8,·,·,8,9,-7,37,-1,i,C/C(=N\NC(=O)c1ccc2c(c1)OCO2)c1ccco1
2,-1,-9,-5,-29,12,-42,3,76*,i,Cc1nnc(N/N=C/c2cc([N+](=O)[O-])c(N3CCC(C)CC3)cc2N2CCC(C)CC2)n1N
-3,-4,6,-1,-82*,-11,-83,3,75*,i,Cc1ccc(NC(=O)c2cc(C)n(-c3ccccc3)c2C)cc1
-4,0,-13,0,4,11,12,-8,2,i,O=C(COC(=O)c1ccc2[nH]c3c(c2c1)CCCC3)Nc1ccccc1Cl
0,0,2,0,8,9,18,-6,2,i,C/C(CC(O)c1ccc2ccccc2n1)=N/O (centres undefined)
10,-2,-1,2,-4,0,-14,-3,0,i,CN(C)CCN(Cc1ccc(Cl)cc1)c1ccccn1
7,3,9,-4,-7,27,4,4,5,i,Cc1ccc(C)c(NC(=S)N(C)CCc2ccccn2)c1
-9,-4,-8,-2,-2,15,1,-3,2,i,O=C1CSC(c2ccncc2)N1Cc1ccc(F)cc1 (centres undefined)
-5,0,5,-2,-6,5,-9,-2,-1,i,CCN=C1SC(CC(=O)NC2CCCCC2)C(=O)N1CC (centres undefined)
-5,0,11,0,11,33,14,15,1,i,COc1ccc(-c2cc(OC)c3c(C)oc(C)c3c(=O)c2)cc1OC
0,1,-1,-2,21,28,35,-3,-1,i,Cc1ccc2nc(SCC(=O)Nc3cc([N+](=O)[O-])ccc3F)[nH]c2c1
-5,-8,1,0,4,10,-5,-3,-2,i,Cc1ccc(S(=O)(=O)C2(C(=O)Nc3ccc(Br)cc3)CC2)cc1
4,0,2,-4,-3,1,11,-11,1,i,CCOC(=O)CSCc1nc(-c2ccc(Cl)cc2)oc1C
2,0,-3,2,0,27,-6,0,0,i,CCOC(=O)N1CCN(C(=O)c2cc(COc3ccc4ncccc4c3)on2)CC1
13,4,·,-1,-10,16,5,9,1,i,CC(C)N(C(=S)Nc1cccc(S(=O)(=O)N(C)C)c1)c1ccccc1
-5,1,9,-1,-4,14,-4,3,1,i,Cn1nnnc1SCC(=O)NCCc1ccc(Cl)cc1
1,-21,0,2,5,0,7,3,0,i,O=C(OCC(=O)N1CCc2ccccc21)c1ccc(Cl)nc1
1,0,-4,-4,-4,10,-3,6,3,i,CC1(C)C2([N+](=O)[O-])CN3CC1([N+](=O)[O-])CN(C2)C31CCCC1
-8,3,-2,0,-6,10,17,3,4,i,COc1ccc(N2C(=O)CS/C2=C\[N+](=O)[O-])cc1
-7,1,13,0,-2,18,-4,-1,-1,i,CC(C)N(Cc1nc(-c2ccc(Cl)cc2)no1)C(=O)/C=C/c1ccccc1
9,-2,4,-2,9,15,17,-3,-2,i,COc1ccc(NC(=O)C/C(C)=N/NC(=O)c2cnccn2)cc1Cl
-1,-7,-1,7,11,8,26,18,1,i,O=C(NCc1cccnc1)c1ccc(COc2ccccc2Br)cc1
-4,3,-1,-1,19,22,16,35,-3,i,Cc1ccc(NC(=O)Nc2ccc3c(c2)CCC3)cc1
0,3,-1,0,-6,19,-6,5,5,i,CC(=O)c1cccc(NC(=O)N2CCCCCC2)c1
-2,0,-7,0,36,29,80*,-2,-8,i,CCc1ccc(C(=O)Cc2cc3cccc(OC)c3oc2=O)cc1
4,1,1,-2,6,7,9,-7,5,i,O=C(CCCn1c(SCC(=O)c2ccccc2)nc2ccccc2c1=O)NCC1CCCO1 (centres undefined)
3,-1,10,1,-4,-22,-3,15,-5,i,COc1cccc(/C=N/NC(=O)N/N=C/c2cccc(OC)c2O)c1O
8,-2,0,2,-2,12,5,3,5,i,O=C(Nc1ccccc1N1CCN(C(=O)c2ccccc2)CC1)c1cc(Br)ccc1Cl
7,2,-1,-3,1,11,9,5,3,i,COc1ccc(/C=C(\NC(=O)c2cccs2)C(=O)Nc2ccc(C)cc2)cc1OC
0,2,·,-1,-5,39,3,1,4,i,COc1nccnc1NS(=O)(=O)c1ccc(NC(=S)NC(=O)c2cccnc2)cc1
·,-12,-12,3,-6,-6,-6,-8,-1,i,CCNc1c2c3c(cccc3n(C)c1=O)C(=O)c1ccccc1-2
-1,-1,8,1,-1,5,10,-8,1,·,CCCOc1ccc(/C=N/NC(=O)CN2CCCCC2)cc1OCC
13,1,2,1,-9,36,-2,-2,0,i,Cc1ccc(C2=NN(CC(=O)NCc3cccs3)C(=O)CC2)cc1
11,1,0,4,6,20,-1,-1,·,i,CCOC(=O)c1ccccc1NC(=O)COc1coc(CN2CCc3ccccc32)cc1=O
1,-1,6,-2,-4,8,-3,29,1,i,CCNC(=O)CSc1nc2cc([N+](=O)[O-])ccc2n1-c1cccc(C(F)(F)F)c1
-1,3,5,0,-6,37,4,13,1,i,CCS(=O)(=O)c1nc(S(=O)(=O)c2ccc(C)cc2)c(N2CCOCC2)s1
2,8,-2,-2,2,14,7,-19,6,i,N#Cc1c(NC(=O)c2ccc(N3CCOCC3)c([N+](=O)[O-])c2)sc2c1CCCC2
3,·,1,2,·,·,·,·,-4,·,Cn1c2c(c(=O)n(C)c1=O)C(NC(=O)c1cccs1)(C(F)(F)F)C(=O)N2 (centres undefined)
-5,-1,1,-1,2,7,38,34,18*,i,Cc1nc(-c2coc3cc(O)c(C)cc3c2=O)cs1
-5,6,6,-1,1,17,18,4,-2,i,Cc1nn(Cc2ccccc2)c(Cl)c1C(=O)NCc1ccco1
-15,-3,-1,12,1,-27,25,3,-1,i,O=C1C2C3C=CC(C3)C2C(=O)N1/N=C/c1cn(Cc2ccccc2)c2ccccc12 (centres undefined)
10,0,2,-1,-7,23,2,-4,-1,i,Cc1ccccc1CC1(CO)CCCN(Cc2cn[nH]c2-c2ccccc2)C1 (centres undefined)
-4,-2,6,6,-4,1,-3,-2,-1,i,Cc1cc(=O)oc2cc(NC(=O)C3COc4ccccc4O3)ccc12 (centres undefined)

Not all compounds are listed. The share of hits here may be higher or lower than overall.
